TGFb inhibitor = blocks TGF-b signaling; Potency, µM (highest dose often 46.1 µM), for the others: top-dose activity, negative = inhibition, usual class: inhibitors; HepG2 CAGA-GFP TGF-b/SMAD3 reporter, GFP fluorescence, 18 h; TGF-beta stimulated, 500 pg/mL final; AID 588855; 410,000 tested, 1.2% active; further: potency means the concentration at half of the fitted maximal effect; on the % scale 0 is the no-effect control and ±100 the full control effect; nearly all actives have a fitted effect of over 65% in size
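HEPG2 CAGA-GFP, 1000 cells/well; 2 h settle, 37 C; cpd via pin tool; TGF-b 500 pg/mL final; 18 h, 37 C; GFP imaging ex488/em500-530; %Activity normalised to -TGF-b and +DMSO controls; CRC fit, curve class.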
A549 viability = A549 cytotoxicity, counter-screen for Nrf2 inhibitors; A549 ARE-Fluc cells, CellTiter-Fluor viability, 18-24 h; Potency, µM (titrated, usually from 46 µM), without a hit: at the highest dose activity change, negative = cytotoxicity, actives largely listed as inhibitors; 390,000 tested, 0.16% active; AID 504648; further: potency means the concentration at half of the fitted maximal effect; on the % scale 0 is the no-effect control and ±100 the full control effect
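Cytotoxicity counterscreen: CellTiter-Fluor fluorescence was measured in A549 ARE_Fluc cells after 18-24 h of compound exposure in a concentration series. The subsequent BugLite luminescent read reports ARE-luciferase activity.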
EPAC2 agonist = agonists of human EPAC2 (RAPGEF4); Q8WZA2; EPAC2 activation, biochemical qHTS; response scale: 100% = 6.5 mM cAMP response; Potency, µM (doses to about 154 µM), without a hit: at the top dose activation, hits mostly activators; 360,000 tested, 0.079% active; AID 720711; further: potency means the concentration at half of the fitted maximal effect; nearly all actives have a fitted effect of over 50% in size
Target sequence (Q8WZA2 whole entry, looked up): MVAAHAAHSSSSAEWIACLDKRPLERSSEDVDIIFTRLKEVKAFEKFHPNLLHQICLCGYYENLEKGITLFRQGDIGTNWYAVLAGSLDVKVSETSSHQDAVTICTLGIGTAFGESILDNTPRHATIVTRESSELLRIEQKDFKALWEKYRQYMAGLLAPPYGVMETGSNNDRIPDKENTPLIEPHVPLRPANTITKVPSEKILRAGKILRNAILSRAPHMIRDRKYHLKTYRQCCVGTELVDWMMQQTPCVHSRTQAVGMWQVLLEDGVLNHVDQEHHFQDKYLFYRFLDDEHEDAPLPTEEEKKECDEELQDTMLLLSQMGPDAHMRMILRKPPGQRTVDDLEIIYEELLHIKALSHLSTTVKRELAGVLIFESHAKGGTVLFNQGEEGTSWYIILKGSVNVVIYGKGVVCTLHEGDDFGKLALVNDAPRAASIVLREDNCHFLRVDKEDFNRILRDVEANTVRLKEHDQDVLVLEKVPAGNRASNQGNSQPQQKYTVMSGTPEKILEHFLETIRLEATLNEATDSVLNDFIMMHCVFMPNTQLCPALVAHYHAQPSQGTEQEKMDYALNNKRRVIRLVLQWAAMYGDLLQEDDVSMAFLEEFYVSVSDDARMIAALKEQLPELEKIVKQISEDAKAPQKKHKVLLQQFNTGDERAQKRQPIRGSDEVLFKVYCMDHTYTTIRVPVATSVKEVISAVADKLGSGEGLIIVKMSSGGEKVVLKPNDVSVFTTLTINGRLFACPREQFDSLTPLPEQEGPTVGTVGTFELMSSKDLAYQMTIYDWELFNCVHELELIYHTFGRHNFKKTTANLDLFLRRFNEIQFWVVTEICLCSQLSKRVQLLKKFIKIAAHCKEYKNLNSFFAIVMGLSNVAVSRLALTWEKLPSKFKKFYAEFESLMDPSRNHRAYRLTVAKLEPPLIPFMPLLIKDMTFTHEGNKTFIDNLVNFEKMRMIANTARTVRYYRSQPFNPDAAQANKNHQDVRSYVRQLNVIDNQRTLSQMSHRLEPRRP
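qHTS, titration series. 100 nM EPAC2 / 250 nM Rap1B-BODIPY-GDP / 50 uM GDP; RT; ex 480/em 540 nm, 5-min reads to 30 min. Norm. to 6.5 mM cAMP = activation.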
Nrf2 block = blocks Nrf2 signaling; A549 ARE-Fluc reporter, luciferase luminescence, 18-24 h; Potency, µM (titrated, usually from 46 µM), for inactives: at the highest dose activity change, negative = inhibition, actives largely listed as inhibitors; 360,000 tested, 2.1% active; AID 504444; further: potency means the concentration at half of the fitted maximal effect; on the % scale 0 is the no-effect control and ±100 the full control effect; nearly all actives have a fitted effect of over 60% in size
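In this cell-based qHTS, ARE-driven firefly luciferase in A549 cells reports Nrf2 activity; the luminescent signal after BugLite lysis is the measured value, with a prior CellTiter-Fluor read for cell health.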
Nrf2 ARE act = activators of Nrf2 (ARE) signaling; AREc32 ARE-luciferase reporter (MCF7-derived line), luminescence, 24 h; Potency, µM (titrated, usually from 46.1 µM), for inactives: at the highest dose activation, actives largely listed as activators; 410,000 tested, 0.31% active; AID 624171; further: potency means the concentration at half of the fitted maximal effect; % of control where 0% means no effect; nearly all actives have a fitted effect of over 65% in size
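Nrf2 activation is followed as ARE-luciferase induction in the AREc32 line after one day of compound treatment; luminescence is read with Steady-Glo.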
HepG2 viability = counter-screen for TGF-b inhibitors: cytotoxicity in HepG2 cells | HepG2 CAGA-GFP viability, ATP luminescence, 18 h | 410,000 tested, 0.76% active | Potency, µM (top dose mostly 46.1 µM), inactives show at the top dose activity change, negative = cytotoxicity, usual class: cytotoxic; further: potency means the concentration at half of the fitted maximal effect; some results filed as inactive show a strong effect at the top dose
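CellTiter-Glo luminescence gave cytotoxicity after 18 hours at 37 degrees C. The cells were HepG2 CAGA-GFP in 1% FBS DMEM, stimulated with 500 pg/mL TGF-beta after compound addition. %Activity was normalised to no-cell wells (complete cell-killing) and DMSO (no toxicity), and curves were fitted and classified.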
IL2 activator = activators of IL-2; 360,000 tested, 0.065% active; activation, % (series mostly up to about 46 µM); IL-2 activation reporter assay, cell-based qHTS; stimulated with anti-CD3/CD4/CD28 beads; in transgenic mouse T cells; in the data active means activation above about 50%; inconclusive means mostly about 30% to 49%; further: 0% is about no effect
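EGFP and DsRed fluorescence is measured by plate cytometry in unstimulated transgenic mouse T cells exposed to compound for 60 minutes, then stimulated 18 hours at 37 degrees C with anti-CD3/anti-CD4 beads plus anti-CD28.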
ATXN viability = viability counter-screen for ATXN expression inhibitors. S2 cells (HEK-293 line with an ATXN2-luciferase reporter) viability, CellTiter-Fluor protease fluorescence, 24 h. Potency, µM (highest dose often 56.7 µM), most hits filed as cytotoxic. 400,000 tested, 0.49% active. AID 651635; further: potency means the concentration at half of the fitted maximal effect; nearly all actives have a fitted effect of over 40% in size
ATXN2 expr inh = inhibitors of ATXN2 expression | HEK-293 ATXN2-luciferase reporter, luminescence, 24 h | Potency, µM (series often up to 57 µM), for inactives: top-dose activity change, negative = inhibition, most hits filed as inhibitors | 360,000 tested, 0.72% active | AID 1745845; further: potency means the concentration at half of the fitted maximal effect; on the % scale 0 is the no-effect control and ±100 the full control effect; nearly all actives have a fitted effect of over 55% in size
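ATXN2-luciferase reporter cells (luciferase flanked by upstream and downstream ATXN2 gene portions) were treated 24 h at 37 °C with compounds at up to 57 uM. SteadyGlo luminescence gave expression; GF-AFC fluorescence gave viability.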
The depositor's hits bear a star; i = inactive; ? = inconclusive; . = not tested or not shown; & = joins results of further samples; [ ] = dose if it differs, or a comment. Unless noted, the call rests on the fitted dose curve; in most records, active means well fitted curve in the direction sought with a large enough effect; inconclusive means small, poorly fitted or top-dose-only effect, or another doubt; inactive means no such curve, though single readings can be large; an effect the other way counts as inactive or inconclusive. Compounds were not picked by outcome; about 4.3% have a hit in one of these screens.

smiles	TGFb inhibitor	A549 viability	EPAC2 agonist	Nrf2 block	Nrf2 ARE act	HepG2 viability	IL2 activator	ATXN viability	ATXN2 expr inh
Cc1cc(C)c(S(=O)(=O)c2cccc(C(F)(F)F)c2)c(=O)[nH]1	34%[activator]	-7%	4%	13%	-0.8%	-4%	-3.8	i	-26%
O=C(O)c1ccc(B(O)O)cc1	-4%	11%	.	?	.	1%	.	.	.
Cc1cc(NC(=O)COC(=O)CNS(=O)(=O)c2ccc(C)c(C)c2)no1	8%	2%	-4%	1%	0.0%	7%	-0.2	i	.
c1cc(SC2CCCCC2)cc(-c2nc3cnccn3c2NC2CCCCC2)c1	-17%	?	4%	?	-1.5%	16µM*	-0.6	.	?
COc1ccc(CN2C(=O)C(CC(=O)NCC3CCCCC3)CC(C(=O)N3CCOCC3)=C2C)cc1 (stereo not given)	7%	.	1%	.	-0.2%	-2%	-0.7	i	9%
C/C(=N\NC(N)=O)c1c(F)cccc1F	0%	2%	4%	1%	0.1%	12%	-0.5	i	17%
COc1cccc(NC(=O)CCC2CCN(C(=O)C(OC)c3ccccc3)CC2)c1 (stereo not given)	5%	.	1%	.	0.8%	-10%	-0.9	i	.
OCCN1CCN(CC(O)COCCOc2ccc(Br)cc2)CC1 (stereo not given)	-11%	14%	9%	9%	0.1%	12%	0.4	i	-10%
OCC#CCSc1nnc(-c2ccncc2)o1	19%	-9%	8%	-5%	-0.1%	1%	-2.0	i	-8%
NC(=O)CSc1nnc(COc2cccc3ccccc23)o1	-13%	1%	2%	-2%	-1.1%	-27%	2.7	?	.
C=CCNC(=O)c1c(CSc2ccc(Cl)cc2)noc1C(=O)NCc1ccccc1	-20%	-18%	7%	?	0.3%	-13%	-0.4	i	-12%
Cc1ccc2nc(C3CCCCC3)c(Cc3cccc(Cl)c3)n2c1	?	.	10%	.	4.3%	-111%	-0.5	.	?
O=C(c1ccc(-n2cnnn2)cc1)N1CCOCC1	-1%	3%	-2%	7%	-1.0%	-2%	0.4	i	-8%
Cc1nn(-c2ccccn2)c2c1C(=O)CC(C)(C)C2N=[N+]=[N-] (stereo not given)	?	20%	9%	-11%	8.8%	-27%	-0.2	i	?
CCOC(=O)c1noc2ncn(Cc3ccc([N+](=O)[O-])cc3)c(=O)c12	3%	-1%	.	.	0.0%	-10%	.	i	-2%
CCN(CC)S(=O)(=O)c1cc(NC(=O)CSc2n[nH]c(N)n2)ccc1C	6%	-2%	10%	-7%	-0.1%	6%	-0.4	i	2%
CCOc1cc2[nH]c(=S)n(C3CCN(Cc4ccccc4)CC3)c(=O)c2cc1OCC	0%	-5%	2%	-25%	-0.3%	-4%	0.0	?	-16%[2.22 µM]
CCCCCCSC1=C(C#N)C(c2ccc(O)cc2)CC(=O)N1 (stereo not given)	11%	-7%	7%	.	0.2%	-16%	2.2	i	0%
CCC(CC)C(=O)N1CC(=O)Nc2ccc(F)cc2C1c1ccc(F)cc1 (stereo not given)	?	-3%	0%	-19%	0.0%	-13%	1.8	?	-15%
CCCN1CCN(CCCNC(=O)CCNC(=O)Cn2ccc3ccccc3c2=O)CC1	-2%	-1%	6%	-4%	0.0%	-28%	2.0	i	-10%
O=C1CCCN1CN(C(=O)c1ccccc1)c1ccccc1	-3%	3%	5%	-25%	-0.5%	-5%	3.8	i	-26%
CC(C)(C)c1ccccc1NC(=O)CN1C(=O)NC2(CCCC2)C1=O	-3%	6%	12%	4%	-0.3%	-30%	0.8	i	-3%
Cc1ccc(-n2c3c(cc(C(=O)NCC(=O)c4ccccc4)c2=O)C(=O)CCC3)cc1	0%	9%	-2%	-3%	-0.4%	-2%	-2.7	i	-15%
N#CC(Sc1ccccn1)c1ccc(Cl)cc1 (stereo not given)	-6%	0%	9%	13µM*	19%	0%	2.9	.	-4%

The listing continues:
Compound,TGFb inhibitor,A549 viability,EPAC2 agonist,Nrf2 block,Nrf2 ARE act,HepG2 viability,IL2 activator,ATXN viability,ATXN2 expr inh
COc1ccccc1CNC(=O)CCCc1cn(C)c2ccccc12,-3%,-8%,11%,?,-1.3%,-7%,-0.3,i,6%
O=C(CSc1nnc(-c2ccc(O)cc2)n1-c1ccccc1)CC(=O)Nc1ccccc1,?,-3%,-4%,?,3.0%,0%,0.1,i,7%
O=C(C1CCCN(S(=O)(=O)Cc2ccccc2)C1)N1CCc2ccccc21 (stereo not given),1%,-2%,4%,5%,-0.3%,-26%,-1.8,i,-5%
CC(C)c1nnc(NC(=O)C2CCCN2C(=O)Nc2ccccc2)s1 (stereo not given),8%,14%,5%,-2%,0.2%,-14%,3.2,i,15%
CCOc1ccc(NC(=O)CN(C)C(=O)c2cccnc2Sc2ccccc2Cl)cc1OCC,-21%,2%,-1%,17%,1.4%,-12%,-3.7,i,3%
CN(C(=O)c1cccc(NC(=O)Cc2cccc(NC(=O)C3CCN(C(=O)C4CCCCC4)CC3)c2)c1)C1CCC1,-28%,1%,0%,-9%,0.4%,3%,0.0,i,-6%
CCOC(=O)C1CCN(Cc2cn(C)nc2-c2ccc(Oc3ccccc3)cc2)CC1,-3%,0%,-8%,4%,0.8%,2%,-2.4,i,-1%
O=C(NCCN1CCCCC1)Nc1ccc(F)cc1,0%,-1%,8%,5%,-0.6%,-1%,0.8,i,3%
Cc1ccc(S(=O)(=O)NCC(=O)NCc2ccncc2)cc1,2%,1%,4%,2%,0.1%,-6%,-0.5,i,4%
CCOc1ccc(C(C)=O)cc1CSc1nnnn1-c1ccc(O)cc1,-4%,-6%,-4%,?,3.6%,-3%,-0.8,i,-10%
O=C1COCCN1,-12%,0%,.,13%,.,-2%,.,.,.
CCOC(=O)[C@@H]1[C@H]2COc3cc(OC)ccc3[C@H]2N2C(=O)N(c3ccc(Cl)cc3)C(=O)[C@]12C,-2%,-2%,18%,0%,2.1%,-4%,-2.1,i,-1%
Nn1c(SCC(=O)NCC2CCCO2)nnc1-c1ccco1 (stereo not given),1%,-1%,-1%,4%,-0.4%,-5%,1.3,i,0%
Cc1ccc2nc(N3CCC(C(=O)NCc4ccc(F)cc4)CC3)[nH]c2c1,0%,-10%,.,.,16%,-18%,.,.,.
COC(=O)c1cc(N=Cc2c(O)c3ccccc3oc2=O)cc(C(=O)OC)c1,8%,-4%,-11%,-16%,-0.3%,-1%,0.2,i,.
COCCCNC(=O)c1ccc([N+](=O)[O-])c(Cl)c1,-1%,1%,-4%,-3%,6.6%,-3%,0.1,i,-2%
NC(=O)c1cccnc1,-6%,3%,9%,0%,-0.1%,-76%,0.4,i,-4%&-7%&-6%
CNc1ncnc2c1ncn2[C@H]1CN(Cc2cccc3ccccc23)C[C@@H](CO)O1,-2%,.,9%,.,0.5%,-45%,0.2,i,6%
Cc1ccc(NC(=O)C2CCCN(c3ncccn3)C2)cc1F (stereo not given),3%,1%,7%,?,2.5%,-87%,-2.8,i,55%[activator]
CCN(CC(=O)Nc1cccc(C(C)=O)c1)S(=O)(=O)c1ccc(OC)cc1,8%,5%,1%,.,0.0%,-30%,0.2,i,-6%
NC(=O)c1ccccc1NC(=O)/C=C/c1cccc(Cl)c1,16%,-13%,-3%,4%,0.3%,-21%,-0.3,.,.
CC(=NNc1nc2ccccc2s1)c1ncccn1,0.79µM*,?,7%,?,11µM*,-36%,6.1,1.4µM*,?
O=C1CSC(c2ccccc2)N1Nc1nc(N2CCOCC2)nc(N2CCOCC2)n1 (stereo not given),0%,1%,4%,3%,0.8%,-15%,0.9,i,2%
O=C(N[C@@H](Cc1c[nH]c2ccccc12)C(=O)O)c1ccccc1Cl,0%,-1%,6%,-1%,-0.8%,-31%,-0.3,i,15%
CN(C)c1ccc(CNC(=O)CCC(=O)N2Cc3ccccc3Oc3ncccc32)cc1,19%,15%,.,?,3.5%,3%,.,i,1%

Four of the compounds above, field by field:
Cc1ccc(NC(=O)C2CCCN(c3ncccn3)C2)cc1F (stereo not given)
  TGFb inhibitor: 3%
  A549 viability: 1%
  EPAC2 agonist: 7%
  Nrf2 block: ?
  Nrf2 ARE act: 2.5%
  HepG2 viability: -87%
  IL2 activator: -2.8
  ATXN viability: i
  ATXN2 expr inh: 55%[activator]

CC(=NNc1nc2ccccc2s1)c1ncccn1
  TGFb inhibitor: 0.79µM*
  A549 viability: ?
  EPAC2 agonist: 7%
  Nrf2 block: ?
  Nrf2 ARE act: 11µM*
  HepG2 viability: -36%
  IL2 activator: 6.1
  ATXN viability: 1.4µM*
  ATXN2 expr inh: ?

O=C1CSC(c2ccccc2)N1Nc1nc(N2CCOCC2)nc(N2CCOCC2)n1 (stereo not given)
  TGFb inhibitor: 0%
  A549 viability: 1%
  EPAC2 agonist: 4%
  Nrf2 block: 3%
  Nrf2 ARE act: 0.8%
  HepG2 viability: -15%
  IL2 activator: 0.9
  ATXN viability: i
  ATXN2 expr inh: 2%

O=C(N[C@@H](Cc1c[nH]c2ccccc12)C(=O)O)c1ccccc1Cl
  TGFb inhibitor: 0%
  A549 viability: -1%
  EPAC2 agonist: 6%
  Nrf2 block: -1%
  Nrf2 ARE act: -0.8%
  HepG2 viability: -31%
  IL2 activator: -0.3
  ATXN viability: i
  ATXN2 expr inh: 15%

Assay outcomes (PubChem BioAssay)
